# Prostate diff – activators of LNCaP prostate cell differentiation, primary screen, flow cytometry side scatter | AID 795, 2007 | 4 d | 0.56% of 24,000 active | side scatter shift, % at 10 µM;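 active = side scatter shift above 30%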;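 also: androgen-responsive LNCaP prostate cancer cells in charcoal-stripped serum medium; percent of cells past a gate set so DMSO wells show 10% shift; higher shift means more granular cells and more differentiation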
# VLA-4 allo ag – enhancers of LDV-FITC binding to VLA-4 integrin, primary screen, Jurkat cells, flow cytometry. Integrin alpha-4 (Homo sapiens), P13612. activation, % at 10 µM (by protocol). 24,000 tested, under 10 active;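 active = fluorescent ligand binding to cells raised by more than 40% of the manganese-induced maximum; inconclusive = compound's own fluorescence above 85% of the ligand control signal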;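 also: 0% = ligand binding without compound and 100% = manganese-stimulated maximal binding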
# Target sequence (P13612 whole entry, looked up): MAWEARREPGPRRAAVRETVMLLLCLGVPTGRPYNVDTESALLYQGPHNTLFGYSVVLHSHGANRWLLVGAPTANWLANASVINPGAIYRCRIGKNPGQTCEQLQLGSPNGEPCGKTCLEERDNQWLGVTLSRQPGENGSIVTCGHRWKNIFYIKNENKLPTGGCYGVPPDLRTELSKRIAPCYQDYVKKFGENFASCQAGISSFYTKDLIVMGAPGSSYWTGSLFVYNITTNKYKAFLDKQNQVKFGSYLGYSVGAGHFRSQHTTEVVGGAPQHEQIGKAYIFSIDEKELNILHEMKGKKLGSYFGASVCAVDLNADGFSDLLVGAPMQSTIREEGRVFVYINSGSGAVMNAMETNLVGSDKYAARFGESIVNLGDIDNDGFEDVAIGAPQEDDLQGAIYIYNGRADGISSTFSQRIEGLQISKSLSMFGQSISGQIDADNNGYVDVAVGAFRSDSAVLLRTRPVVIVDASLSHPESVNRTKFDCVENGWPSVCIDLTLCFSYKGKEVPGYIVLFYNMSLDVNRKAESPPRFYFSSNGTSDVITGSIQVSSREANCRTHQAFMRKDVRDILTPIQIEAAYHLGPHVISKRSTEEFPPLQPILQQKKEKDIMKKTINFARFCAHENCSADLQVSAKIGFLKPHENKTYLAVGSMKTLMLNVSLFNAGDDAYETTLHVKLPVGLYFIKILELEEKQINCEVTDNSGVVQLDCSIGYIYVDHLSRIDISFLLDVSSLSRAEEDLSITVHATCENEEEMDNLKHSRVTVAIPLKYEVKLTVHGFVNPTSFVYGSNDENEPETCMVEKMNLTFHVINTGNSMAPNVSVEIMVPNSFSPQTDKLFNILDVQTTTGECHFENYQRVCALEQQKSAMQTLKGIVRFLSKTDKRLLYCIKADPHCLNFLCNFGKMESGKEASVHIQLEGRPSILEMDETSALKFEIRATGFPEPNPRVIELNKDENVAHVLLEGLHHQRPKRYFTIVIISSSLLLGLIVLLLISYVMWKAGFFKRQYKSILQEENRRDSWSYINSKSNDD
# Jurkat autofluor – compound autofluorescence on Jurkat cells, primary screen, artefact control for VLA-4 allosteric ligand project, cell-based, flow cytometry. active compounds read high; 1 = vehicle-only cell background. fluorescence ratio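 (tested at 10 µM compound in the well)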. 0.61% of 24,000 active;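 active = fluorescence ratio above 2.44, which is 1 plus 3 SD of all ratios; inconclusive = signal too bright to measure linearly, ratio around 10 or more; inactive = fluorescence ratio below 2.44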;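 also: green fluorescence of cells measured with 488 nm excitation and 530 nm emission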
# VLA-4 antagonist – inhibitors of LDV-FITC binding to Mn2+-activated VLA-4, primary screen, Jurkat cells | AID 529, 2006 | Integrin alpha-4 (Homo sapiens), P13612 | LDV-FITC binding with Mn2+, flow cytometry; 100% = Mn2+-driven binding gain fully reversed | 0.2% of 24,000 active | inhibition, % at 10 µM (by protocol);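 active = inhibition above 50%; inconclusive = compound itself fluorescent, judged against control cell fluorescence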;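 also: 0% = Mn2+ stimulated cells lacking compound and 100% = ligand binding without Mn2+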
# * hit, by the source's call; ? = inconclusive.
# Preview (three entries):
SMILES,Prostate diff,VLA-4 allo ag,Jurkat autofluor,VLA-4 antagonist
Cc1ccc(S(=O)(=O)NCc2ccc(C(=O)NCCCN3CCN(C)CC3)cc2)cc1,4,0,1,-12
CCCNC(=O)NC(C(=O)OC)C12CC3CC(CC(C3)C1)C2 (configuration not stated),3,-2,0.98,-2
Cc1[nH]nc2c1C(c1ccc(F)cc1)C1=C(CC(C)(C)CC1=O)N2 (configuration not stated),7,-3,1,-8

# The listing, from the first entry:
SMILES,Prostate diff,VLA-4 allo ag,Jurkat autofluor,VLA-4 antagonist
Cc1ccc(S(=O)(=O)NCc2ccc(C(=O)NCCCN3CCN(C)CC3)cc2)cc1,4,0,1,-12
CCCNC(=O)NC(C(=O)OC)C12CC3CC(CC(C3)C1)C2 (configuration not stated),3,-2,0.98,-2
Cc1[nH]nc2c1C(c1ccc(F)cc1)C1=C(CC(C)(C)CC1=O)N2 (configuration not stated),7,-3,1,-8
CCOC(=O)N1CCC(N(CCOC)C(=O)Nc2ccc(Cl)cc2)CC1,9,2,1,12
O=C(CN1CCN(C(=O)c2ccccc2)CC1)Nc1ncc(Br)cc1Br,6,7,1,-13
O=C(NCCO)c1cc2ccccc2c(=O)s1,11,4,1.1,6
O=C(OCn1nnc2ccccc2c1=O)c1cc2ccccc2o1,12,0,1,-39
N#Cc1c(N)c(C(=O)c2ccccc2)n2c1CCCC2,11,-6,0.98,7
CSc1nc(-c2ccco2)nn1C(=O)c1ccc(C)cc1,4,4,0.96,0
COC(=O)CSc1nnc(CNC(=O)c2cccs2)n1-c1cccc(C)c1,6,14,0.95,-5
CCc1c(C)nc(N2CCN(Cc3ccccc3)CC2)[nH]c1=O,8,-5,1,-13
CCC(C)NC(=O)C1(C)CCC(=O)N1CCc1ccc(OC)c(OC)c1 (configuration not stated),5,-3,1,-4
CCOC(=O)N1CCC(NC(=O)c2ccc(OC)c(CN3CC(=O)N4CCCC4C3=O)c2)CC1 (configuration not stated),4,-1,1,-6
Cc1nc(C)c(C(=O)Nc2ccc(C)c(F)c2)o1,6,2,1.1,2
CCc1ccc(NC(=O)CSc2nnc(Cc3cccn3C)n2-c2ccc(OC)cc2)cc1,6,-1,1,3
CC(C)(C)C(=O)Oc1cc(N)n(S(=O)(=O)c2ccc(F)cc2)n1,6,-4,0.94,1
CCOCCCNC(=O)c1ccc(CS(=O)(=O)Cc2ccc(C)cc2)o1,0,-2,0.99,-12
CC(=O)N1C(=O)N(C)C2C1N(C(C)=O)C(=O)N2C (configuration not stated),6,5,1.1,-18
Cc1cc(C)n(Cc2ccccc2F)c(=O)c1C#N,10,-4,1.1,7
COc1cc2c(cc1OC)C(C(=O)NCC1COc3ccccc3O1)C(c1cccnc1)N(C)C2=O (configuration not stated),10,2,0.96,0
CCN(CC)S(=O)(=O)c1ccc2c(c1)c(=O)c(C(=O)N1CCOCC1)cn2C,7,-6,1,-9
CCS(=O)(=O)N1CCCC(C(=O)NCCN(C)Cc2ccccc2)C1 (configuration not stated),9,4,1.1,-37
Nc1nnc(C(=O)c2ccccc2N)s1,7,-7,1.1,-15
O=C(C1CCCCC1)N1CCN(S(=O)(=O)c2ccc(Br)cc2)CC1,2,2,1.1,-5
O=S(=O)(Cc1ccccc1)N1CCCCCC1,11,-4,0.99,-13

# Later entries
SMILES,Prostate diff,VLA-4 allo ag,Jurkat autofluor,VLA-4 antagonist
Cc1ccc(CCN2CC(C(=O)NCCN3CCCCCC3)CC2=O)cc1 (configuration not stated),6,-2,1.1,7
CN1C(=O)c2ccccc2C(C(=O)O)C1c1cn(C)c2ccccc12 (configuration not stated),4,3,1,7
CC(C)(C)OC(=O)N1CC=C2C(C#N)=C(N)C(C#N)(C#N)[C@H](c3cccnc3)[C@H]2C1,1,-2,1.1,-6
Cc1ccc(S(=O)(=O)N2CCN(C(=O)CSc3nc4ccccc4c(=O)[nH]3)CC2)c(C)c1,12,0,1,2
CC1=C(C(=O)OC2CCCC2)C(c2ccc(C)o2)C2=C(CC(c3cccs3)CC2=O)N1 (configuration not stated),13,3,1,-10
COc1cccc(-c2nnc(NC(C)=O)o2)c1,6,5,1,-22
Cc1oc2nc(SCCCC(=O)NCCCO)nc(N)c2c1C,12,5,0.98,-26
Cn1cc(CN2CCN(c3ccccc3)CC2)c2ccccc21,4,-7,1,11
Cc1ccc(N2C(=O)c3ccccc3C2O)nc1 (configuration not stated),3,0,1,17
CCc1ccccc1NC(=O)c1cnc2n(c1=O)CCS2,6,8,0.98,-1
COc1cc(OC)cc(-c2nc3nc(C)c(CCC(=O)O)c(C)n3n2)c1,16,4,0.99,-6
CCCCN(C)CCCNC(=O)CS(=O)Cc1nc(-c2ccc(OC)c(OC)c2)oc1C (configuration not stated),1,6,0.98,6
NC(=O)CSc1cn(CCNC(=O)c2cccs2)c2ccccc12,14,1,1,-26
O=C(O)COc1ccc2occ(C(=O)c3ccccc3)c2c1,17,2,1,-33
Cc1cccc(N2CCN(C(=O)c3cc4c(=O)[nH]c5ccccc5c4n3C)CC2)c1C,23,-5,1.3,6
CCC(=O)Nc1ccc(S(=O)(=O)N2CCc3ccccc3C2)cc1,5,-5,1,-4
O=C(CS(=O)(=O)c1cn(Cc2cccc(F)c2)c2ccccc12)N1CCCCC1,8,2,1,-8
COc1ccccc1CNC(=O)C1CCCN1S(=O)(=O)c1cccc2cccnc12 (configuration not stated),2,0,1.1,14
COCCn1c(C)cc(C(=O)CSc2nnc3ccccn23)c1C,3,-2,1.1,-32
CCCC(NC(=O)CNC(=O)C(C)(C)C)C(=O)O (configuration not stated),6,0,0.99,2
Cc1[nH]c(=O)cc2ccccc12,17,0,1.1,3
O=C(NC(C(=O)N1CCCC1C(=O)O)=C1CCCCC1)c1ccccc1 (configuration not stated),17,2,1.1,-9
Cc1cccc(C(=O)O)c1NC(=O)c1ccc(F)cc1,9,3,1.1,15
Nc1ccc2c(c1)CCC2=O,0,?,1.9,?
COc1cc(OC)cc(-c2nc3cc(C)ccc3o2)c1,9,-11,1.3,3

# Entries listed so far containing a thiophene ring, fused or not, in the order listed:
SMILES,Prostate diff,VLA-4 allo ag,Jurkat autofluor,VLA-4 antagonist
COC(=O)CSc1nnc(CNC(=O)c2cccs2)n1-c1cccc(C)c1,6,14,0.95,-5
CC1=C(C(=O)OC2CCCC2)C(c2ccc(C)o2)C2=C(CC(c3cccs3)CC2=O)N1 (configuration not stated),13,3,1,-10
NC(=O)CSc1cn(CCNC(=O)c2cccs2)c2ccccc12,14,1,1,-26

# The list goes on:
SMILES,Prostate diff,VLA-4 allo ag,Jurkat autofluor,VLA-4 antagonist
COC(=O)C1CCN(C(=O)c2sc3nc(-c4ccccc4)cn3c2C)CC1,3,-1,1.2,1
COc1ccc(C2C3=C(CCCC3=O)Nc3nc(-c4cc(OC)c(OC)c(OC)c4)nn32)cc1OC (configuration not stated),11,?,1.5,?
COC(=O)c1ccc(CNC(=O)CSc2nc3sc(C)c(C)c3c(=O)n2C)o1,11,6,0.89,-18
CN(C)c1cccc(C(=O)OCC(=O)NCc2ccco2)c1,10,-3,1.1,-11
COCCn1cc(C(=O)NCCCN2CCC(C)CC2)c2c3ccccc3n(C)c2c1=O,14,1,1,-9
COc1ccc(S(=O)(=O)NCC(c2cccnc2)N2CCN(C)CC2)cc1C (configuration not stated),12,-1,1.1,2
COc1ccc(-c2cnnn2-c2ccc(N)cc2)cc1OC,1,1,1,-5
CCOc1ccccc1NC(=O)CN(c1cc(C)cc(C)c1)S(=O)(=O)c1c(C)noc1C,9,1,0.95,2
CC(=O)OC[C@H]1O[C@@H](n2ccc(=O)[nH]c2=S)C(OC(C)=O)C1OC(C)=O (some centres not stated),15,-2,1.1,1
Cc1ccc(NCC(O)C(O)C(O)CO)cc1C (configuration not stated),6,-3,1.1,-10
O=C(Cn1cccc1)NCc1cccs1,3,-12,1,-12
CCOC(=O)CSc1nc(C)cc(Oc2ccc(=O)n(C)n2)n1,6,-1,0.99,-4
CCCCP(=O)(CCCC)c1ccccc1C(=O)O,2,2,1.1,-18
Nc1nonc1-c1nc2ccccc2n1Cc1ccc(F)cc1Cl,6,?,1.8,?
Cc1noc(NS(=O)(=O)c2ccc(NC(=O)CCC3CCCC3)cc2)c1C,12,0,0.98,-7
CCOC(=O)c1cc2c(=O)n3cccc(C)c3nc2n(CCOC)c1=NC(=O)c1ccncc1,7,6,1.1,-16
Cn1c(=O)c2c(nc(CN3CCOCC3)n2CC(O)CO)n(C)c1=O (configuration not stated),3,3,0.91,-22
COC(=O)c1cc(NC(=O)C2CC=CCC2C(=O)O)cc(C(=O)OC)c1 (configuration not stated),7,-2,1.1,9
CCOC(=O)c1nc(N2CCN(C(=O)OCC)CC2)c2c3c(sc2n1)CCCC3,9,-1,1.1,9
CCOC(=O)Cn1c2c(c(=N)c3ccccc31)CCC2,9,7,0.98,-18
CN(C)c1nc(Nc2ccc(Cl)cc2)nc(OCC#N)n1,4,-8,1.1,-16
O=C(CCCN1C(=O)c2ccccc2C1=O)N1CCC(c2ccccc2)C1 (configuration not stated),10,-6,1,42
CCc1c(C)nc2ncnn2c1N1CCC(C(=O)NCc2cccc(OC)c2)CC1,11,-5,1,-1
COc1ccc(C2C(C(=O)NCc3ccccn3)c3cc(OC)c(OC)cc3C(=O)N2C)cc1 (configuration not stated),3,10,1.1,-3
COc1ccccc1N(CN1CCCC1=O)C(=O)c1c(F)cccc1Cl,8,1,0.97,-8

# Sorted by SMILES length (ascending): 3 of the compounds above
SMILES,Prostate diff,VLA-4 allo ag,Jurkat autofluor,VLA-4 antagonist
COc1ccc(-c2cnnn2-c2ccc(N)cc2)cc1OC,1,1,1,-5
CCOC(=O)c1cc2c(=O)n3cccc(C)c3nc2n(CCOC)c1=NC(=O)c1ccncc1,7,6,1.1,-16
CC(=O)OC[C@H]1O[C@@H](n2ccc(=O)[nH]c2=S)C(OC(C)=O)C1OC(C)=O (some centres not stated),15,-2,1.1,1

# Next part
SMILES,Prostate diff,VLA-4 allo ag,Jurkat autofluor,VLA-4 antagonist
COC(=O)c1ccccc1NC(=O)Cn1cc2c(n1)CCC(C)C2 (configuration not stated),6,0,1.1,6
CCOC(=O)C1CCCN(Cc2nc(N)nc(Nc3ccccc3)n2)C1 (configuration not stated),3,-2,1.1,-12
Cc1cc2c(nn1)CCC/C2=N\O,11,0,1,-20
COc1ccc(CN2C(=O)CCC2(C)C(=O)NC2CCCCCC2)cc1 (configuration not stated),12,-3,1.1,-7
O=C1CC(c2ccccc2)CC(O)=C1C=NCc1ccco1 (configuration not stated),13,?,1.1,?
CC(NC(=O)c1ccc2c(c1)OCO2)C(c1cccs1)N1CCOCC1 (configuration not stated),8,-6,1.1,5
COC(=O)c1ccccc1NC(=O)CN1CCC(n2nnc3cc(F)ccc32)CC1,30*,3,1.1,-2
Nc1nc2n(n1)C(c1cccc(Cl)c1)CC(c1ccc(F)cc1)N2 (configuration not stated),2,-1,1,-20
Cc1cccc2c1CC(C)(C)N=C2C1=C(O)CCCC1=O,21,2,1.1,-14
CSc1nc2c(c(=O)n1-c1ccc(F)cc1)SCC2,3,3,0.98,-4
CCC1Oc2ccccc2N(CC(=O)NCCCN2CCCCC2CC)C1=O (configuration not stated),6,-3,0.99,7
CC(=O)N(C(C)=O)c1ncc2c([nH]c3ccccc32)c1C#N,16,8,1.1,-11
CCOC(=O)c1[nH]nc(N)c1NC(=O)c1ccc(Cl)cc1Cl,12,3,1.1,-26
COC(=O)c1cc(NC2c3ncccc3C(=O)N2Cc2ccccc2)cc(C(=O)OC)c1 (configuration not stated),14,-7,1.2,-1
Cc1ccc(S(=O)(=O)N2C(=O)CCC2C(=O)Nc2ccc3c(c2)OCCO3)cc1 (configuration not stated),2,-6,1.1,-8
CN(C1CCS(=O)(=O)C1)S(=O)C12CC3CC(CC(C3)C1)C2 (configuration not stated),14,6,0.99,-8
Cn1c(=O)[nH]c(=O)c2c1nc(N1CCc3ccccc3C1)n2CCSc1nc2ccccc2s1,6,-3,1.1,-2
CCC(Sc1nc2n[nH]c(C)c2c(=N)n1-c1cccc(Cl)c1)C(=O)NCCOC (configuration not stated),5,-12,1.1,2

# Some of the compounds tested, so the mix of outcomes need not match the whole.
